Assay outcomes deposited in PubChem BioAssay by several laboratories.
PrPC surface inh = cell surface PrPC inhibition, primary TR-FRET screen; P04156; TR-FRET read-out; inhibition, % at 13.8 µM; 370,000 compounds, 0.43% hits; AID 720596; in the data active = inhibition above about 24%; note: 0% = median of the test wells and 100% = reference compound wells
FadD28 FP inh = M. tuberculosis FadD28 bisubstrate binding inhibition; inhibition, % at 12.5 µM; AID 588549; FadD28 bisubstrate probe binding, fluorescence polarization; 360,000 compounds, 0.22% hits; in the data active = inhibition above about 8.5%, passing the limit was not always enough; inconclusive = no clear call, values can overlap the other calls
MazF activator = MazEF (E. coli) toxin RNase activation | P0AE70 | FAM/BHQ RNA-DNA oligo cleavage fluorescence, 5 h | activation, % at 20 µM | 350,000 compounds, 0.32% hits | AID 504720; in the data active = activation above about 50%
Target sequence (P0AE70 whole entry, looked up): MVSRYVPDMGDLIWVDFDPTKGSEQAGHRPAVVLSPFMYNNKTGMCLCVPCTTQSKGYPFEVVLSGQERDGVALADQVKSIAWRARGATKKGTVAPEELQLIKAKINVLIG
FBA Mtb inh = inhibitors of M. tuberculosis fructose-bisphosphate aldolase. P9WQA3. purified M. tuberculosis FBA, fluorescence read-out. inhibition, % at 1 µM. 360,000 compounds, 2.3% hits. AID 588726; in the data active = inhibition above about 27%;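 note: 0% = vehicle and 100% = reference inhibitor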
Target sequence (P9WQA3 whole entry, looked up): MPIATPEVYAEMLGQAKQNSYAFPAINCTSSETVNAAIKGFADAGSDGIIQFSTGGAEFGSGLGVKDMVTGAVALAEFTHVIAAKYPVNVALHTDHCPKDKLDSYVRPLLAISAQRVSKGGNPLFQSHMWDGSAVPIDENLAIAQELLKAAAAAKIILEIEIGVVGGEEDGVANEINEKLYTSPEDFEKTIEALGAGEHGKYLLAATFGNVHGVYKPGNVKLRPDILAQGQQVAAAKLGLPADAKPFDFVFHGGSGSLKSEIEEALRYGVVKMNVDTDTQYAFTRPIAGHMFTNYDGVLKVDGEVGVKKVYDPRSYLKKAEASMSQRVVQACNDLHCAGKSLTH
Rv3671c protease = inhibits the M. tuberculosis serine protease Rv3671c; P9WHR9; AID 2606; inhibition, % at 5.96 µM; 320,000 compounds, 0.048% hits; in the data active = inhibition above about 38%;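 note: extracellular domain of Rv3671c used as enzyme; 0% = enzyme with DMSO and 100% = no enzyme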
BoNT F protease = inhibitors of Botulinum neurotoxin F light chain protease; Multiplex microsphere protease cleavage assay, flow cytometry; inhibition, % at 10 µM; 360,000 compounds, 0.22% hits; AID 588497; in the data active = inhibition above about 35%, passing the limit was not always enough; inconclusive = no clear call, values can overlap the other calls; note: plate controls were buffer without enzyme for full effect and enzyme alone for no effect
BioA inh = blocks M. tuberculosis BioA enzyme activity; purified M. tuberculosis BioA enzyme, plate reader; inhibition, % at 9.99 µM; 360,000 compounds, 0.096% hits; in the data active = inhibition above about 40%; inconclusive = no clear call, values can overlap the other calls
GDH-TPI inh = counter-screen for M. tuberculosis FBA inhibitors: GDH-TPI coupled enzymes; AID 588335; GDH-TPI coupled enzyme counterscreen, NADH absorbance; 360,000 compounds, 1.2% hits; inhibition, % at 4.8 µM; in the data active = inhibition above about 30%;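 note: 0% = DMSO wells and 100% = wells lacking the enzyme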
Mtb UGM inh = Mtb UDP-galactopyranose mutase inhibition | P9WIQ1 | purified UGM, fluorescence polarization probe displacement | inhibition, % at 10 µM | 320,000 compounds, 0.06% hits; in the data active = inhibition above about 10%, passing the limit was not always enough; inconclusive = no clear call, values can overlap the other calls
Target sequence (P9WIQ1 whole entry, looked up): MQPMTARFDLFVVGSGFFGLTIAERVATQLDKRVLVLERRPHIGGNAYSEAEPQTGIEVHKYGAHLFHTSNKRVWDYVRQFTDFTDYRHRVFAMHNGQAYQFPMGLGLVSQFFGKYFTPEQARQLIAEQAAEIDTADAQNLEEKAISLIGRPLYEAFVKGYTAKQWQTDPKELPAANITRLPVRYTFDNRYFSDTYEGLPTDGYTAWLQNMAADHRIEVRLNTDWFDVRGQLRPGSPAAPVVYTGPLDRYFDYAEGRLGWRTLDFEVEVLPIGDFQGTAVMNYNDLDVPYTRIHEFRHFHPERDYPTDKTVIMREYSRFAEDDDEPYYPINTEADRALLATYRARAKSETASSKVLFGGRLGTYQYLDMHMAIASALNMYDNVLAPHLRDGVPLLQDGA
* hit, by the source's call; ? = inconclusive; . = no result given.

1: Cc1cc(C)c(S(=O)(=O)NC2CCN(Cc3ccccc3)CC2)c(C)c1
2: NC1=NC(=O)C(Cc2ccc(OC(F)(F)F)cc2)S1 (stereo not given)
3: CCOC(=O)C1=CCN(S(=O)(=O)c2ccccc2F)C1c1ccc(Cl)cc1 (stereo not given)
4: O=C(CCS(=O)(=O)c1ccc(Br)s1)NC1CCCCCC1
5: COc1ccc(-c2cc(C)no2)cc1S(=O)(=O)N1CCN(c2cccc(C)c2)C(C)C1 (stereo not given)
6: COc1ccc(CCNC(=O)c2ccc3c(c2)NC(=O)CS3)cc1OC
7: CCN1C[C@@H]2[C@@H]3C(=O)N(C)C(=O)[C@@H]3[C@](Cc3ccccc3)(C1=O)N2C(=O)c1ccc(C(C)(C)C)cc1
8: COCC(=O)N1CCC(Oc2ccc(C(=O)NCCc3ccncc3)cc2)CC1
9: CCOCCCN(C(=O)c1ccco1)C(C(=O)NC1CCCC1)c1ccc(OC)cc1 (stereo not given)
10: S=C(NCc1ccc(Cl)cc1)NCc1ccco1
assay / entry	1	2	3	4	5	6	7	8	9	10
PrPC surface inh	-4.6	10.8	14.3	-7.7	-6.8	5.3	5.2	13.1	4.6	-1.4
FadD28 FP inh	-0.8	-4.8	-3.2	0.3	0.8	-3.4	3.5	-0.2	-1.4	-1.9
MazF activator	1.2	10.4	.	-3.6	2.7	2.4	-2.0	2.5	6.2	3.3
FBA Mtb inh	-1.4	-5.2	-1.3	2.3	-0.6	2.1	1.9	0.9	2.7	-1.5
Rv3671c protease	8.6	-2.4	.	-0.9	-12.0	-1.4	.	9.6	.	.
BoNT F protease	-5.8	-8.2	-3.9	6.5	-6.1	-5.1	-3.8	4.4	-1.4	-2.1
BioA inh	.	.	-1.8	.	-1.1	-0.8	14.9	.	-0.1	-0.6
GDH-TPI inh	4.9	-2.2	.	4.9	1.7	-6.5	-5.2	4.8	0.8	9.3
Mtb UGM inh	-1.2	1.5	.	1.6	0.0	0.1	.	2.2	.	1.3

Entries of single compounds, quoted from the list. Order of screens: PrPC surface inh, FadD28 FP inh, MazF activator, FBA Mtb inh, Rv3671c protease, BoNT F protease, BioA inh, GDH-TPI inh, Mtb UGM inh
`CCOC(=O)C1=CCN(S(=O)(=O)c2ccccc2F)C1c1ccc(Cl)cc1` (stereo not given) is listed as 14.3, -3.2, ., -1.3, ., -3.9, -1.8, ., .
`S=C(NCc1ccc(Cl)cc1)NCc1ccco1` is listed as -1.4, -1.9, 3.3, -1.5, ., -2.1, -0.6, 9.3, 1.3

Continuation:
11: CC(C)(C)CN1CCNC(=O)C1CC(=O)NCc1cccc(-n2cccn2)c1 (stereo not given)
12: Brc1ccc(CN2CCN(Cc3c[nH]c4ccccc34)CC2)cc1
13: C/C=C(\CS(=O)(=O)c1ccccc1)S(=O)(=O)c1ccccc1
14: CCCN1C(=O)N(C)C(N(O)C(=O)NC)C1(C)C (stereo not given)
15: COc1ccc(N2CC(C(=O)Nc3nnc(SCC(=O)NC4CCCC4)s3)CC2=O)cc1 (stereo not given)
16: Cc1ccc(-c2noc(CCCC(=O)NC3CCCC3)n2)cc1
17: Cc1cc(Cl)ccc1OC(C)C(=O)Nc1ccc(S(=O)(=O)Nc2cnc3ccccc3n2)cc1 (stereo not given)
18: COc1ccc(N2CCN(/C(=N\S(=O)(=O)c3ccc(C)cc3)Nc3nc(C)cc(C)n3)CC2)cc1
19: CN1CCN(c2ccc(S(=O)(=O)C(F)(F)F)cc2[N+](=O)[O-])CC1
20: CCOc1ccc(CCNC(=O)Cn2c(-c3nonc3N)nc3ccccc32)cc1OCC
assay / entry	11	12	13	14	15	16	17	18	19	20
PrPC surface inh	-0.7	2.8	-0.3	-0.7	-7.6	8.8	2.5	-8.0	-9.4	3.3
FadD28 FP inh	0.5	-2.8	0.1	-3.8	-0.6	-0.1	-13.3	-3.2	-3.8	-0.1
MazF activator	2.7	11.9	-3.5	0.1	4.1	2.9	1.2	9.6	-5.6	-31.1
FBA Mtb inh	1.8	1.3	-2.1	3.3	-1.3	0.9	7.1	1.2	-0.3	1.5
Rv3671c protease	1.2	-3.6	0.6	-3.6	-5.6	-0.9	-21.9	5.1	2.3	-20.2
BoNT F protease	1.0	?	-3.2	11.6	9.9	24.5	-1.3	0.3	-1.8	7.4
BioA inh	3.6	1.5	-1.9	-1.6	-0.7	-1.1	7.6	.	0.7	-0.5
GDH-TPI inh	3.2	-3.4	-6.4	3.1	2.8	1.5	7.7	-7.0	0.7	26.6
Mtb UGM inh	0.9	0.1	-0.9	-1.6	3.1	1.0	0.4	3.4	2.9	-2.5

21: Cc1ccc(CN2CCN(Cc3cc(=O)c4ccccc4[nH]3)CC2CCO)o1 (stereo not given)
22: COc1cc2[nH]c3c(OC)ncnc3c2cc1OC
23: COc1cc(/C=N/NC(=O)c2[nH]nc3c2CCc2ccccc2-3)ccc1O
24: CC1c2cc3c(cc2CCN1S(=O)(=O)c1ccccc1)OCCCO3 (stereo not given)
25: CC1CC(C)CN(S(=O)(=O)c2ccc(C(=O)NCc3ccco3)cc2)C1 (stereo not given)
26: CCN(CC)CCOC(=O)c1ccc(NC(=O)C2(c3ccccc3)CCCC2)cc1
27: Cc1ccc(NC(=O)CN(C)C(=O)CNC(=O)c2sc3ccccc3c2Cl)cc1
28: Cc1ccc2c(Cl)cc(Cl)c(O)c2n1
29: CCCn1cc(NC(=O)c2cc3n(n2)C(C(F)(F)F)CC(c2ccccc2)N3)cn1 (stereo not given)
30: O=C(CN1CCN(c2ccc(F)cc2)CC1)Nc1ccc(F)c(F)c1
assay / entry	21	22	23	24	25	26	27	28	29	30
PrPC surface inh	-3.3	-4.7	-0.9	1.6	2.1	-0.2	9.6	-0.5	-1.2	-1.2
FadD28 FP inh	-0.3	.	-1.7	-2.6	-1.8	-1.1	2.6	-2.7	-0.7	-2.7
MazF activator	3.1	6.3	9.7	-0.4	5.2	-14.4	-0.6	-1.7	2.6	-1.3
FBA Mtb inh	0.6	5.6	0.1	1.3	-0.6	1.4	3.8	0.0	1.5	-0.3
Rv3671c protease	6.3	2.1	-0.5	-12.3	-0.3	3.8	-5.8	.	-2.5	-2.7
BoNT F protease	-0.3	2.7	0.2	-13.6	6.1	6.7	13.2	-7.0	0.1	-7.1
BioA inh	.	10.2	-0.9	1.3	-1.1	1.9	-3.1	.	.	3.1
GDH-TPI inh	5.8	-0.6	26.7	-13.4	1.3	6.2	8.6	5.3	10.2	7.7
Mtb UGM inh	2.8	2.3	0.4	1.3	1.1	-1.3	0.6	.	-2.0	-1.6

31: COc1cc(N=c2c([N+](=O)[O-])nn(-c3ccc4c(c3)OCCO4)n2O)cc(OC)c1
32: CNC(=O)c1cc(S(=O)(=O)NC2CCCCCC2)ccc1C
33: Fc1cccc2sc(Nc3nc4cc5c(cc4s3)OCO5)nc12
34: NC(=O)C1CCN(C(=O)C2c3ccccc3C(=O)N3CCc4ccccc4C23)CC1 (stereo not given)
35: Cc1cccc(/N=C/c2c(O)cc(C)oc2=O)n1
36: CSc1nc2ccc(NC(=O)NC(=O)c3c(F)cccc3F)cc2s1
37: CC(OC(=O)CCc1c[nH]c2ccccc12)C(=O)c1ccccc1 (stereo not given)
38: Cc1ccc([C@H]2C[C@H](O)[C@@H](n3cc(-c4ccc(F)cc4)nn3)CN2CC2CCCCC2)cc1
39: COc1ccc(CCN2C(=O)N(c3ccc(OC)cc3)C(=O)C2CC(=O)Nc2ccccc2)cc1 (stereo not given)
40: O=C(c1ccccc1F)N1CCN(C2CCC(c3ccccc3)CC2)CC1 (stereo not given)
assay / entry	31	32	33	34	35	36	37	38	39	40
PrPC surface inh	-22.9	-4.2	2.7	-4.6	-0.3	6.4	8.9	-7.5	-0.1	13.1
FadD28 FP inh	1.7	-4.4	-3.2	0.0	0.9	-4.0	2.4	-0.1	-3.8	-0.3
MazF activator	6.8	-3.1	3.1	-0.1	-1.6	-16.1	12.2	-1.5	4.1	-1.8
FBA Mtb inh	-5.7	-3.8	34.9*	5.2	1.4	-0.4	-1.7	1.3	-2.3	-3.6
Rv3671c protease	-4.1	.	9.9	-1.4	10.6	-1.9	2.2	.	-18.0	7.8
BoNT F protease	-14.4	10.1	-11.8	-3.0	-3.6	-0.1	1.5	-4.9	-2.0	6.4
BioA inh	.	-1.0	-1.9	0.5	-8.3	.	.	-3.5	0.2	1.6
GDH-TPI inh	7.9	1.8	18.6	28.7	4.4	-1.6	2.5	7.1	-4.4	8.5
Mtb UGM inh	.	.	-2.2	0.8	-9.8	-1.0	-1.2	.	1.8	1.4

41: COc1ccc(NC(=O)C2CC(c3cc(OC)c(OC)c(OC)c3)=NO2)cc1OC (stereo not given)
42: O=C(Cn1cnc2ccccc2c1=O)NCC(=O)N1CCN(c2ccccn2)CC1
43: O=S(=O)(c1ccc(Cl)cc1)N(CCCN1CCOCC1)Cc1cccs1
44: COc1ccc(CC(=O)Nc2ccccc2C(C)=O)cc1S(=O)(=O)N1CCOCC1
45: C=CCn1c(Cc2ccc(OC)cc2)nnc1SCC(N)=O
46: COc1ccc(Nc2nc(-c3ccccc3)nc3ccccc23)cc1
47: CCCOC(=O)c1sc2nc3c(cc2c1N)C(=O)CCC3
48: CC(=O)NCCc1ccc(C(=O)Cn2cnc3ccccc3c2=O)cc1
assay / entry	41	42	43	44	45	46	47	48
PrPC surface inh	6.9	-5.3	-2.5	2.9	-3.8	19.7	4.0	2.1
FadD28 FP inh	-2.6	-1.8	-3.3	-1.9	-2.1	-4.1	-2.0	-2.7
MazF activator	-1.6	8.5	17.6	-1.3	-7.1	-1.5	-0.9	1.5
FBA Mtb inh	-0.7	8.7	0.1	11.4	0.4	3.6	2.5	1.8
Rv3671c protease	-6.9	-9.2	5.1	5.2	1.9	-2.5	0.2	-1.6
BoNT F protease	0.6	-16.6	4.9	.	2.5	4.7	-9.9	-0.4
BioA inh	1.5	0.1	.	.	.	-2.4	0.2	-1.3
GDH-TPI inh	1.9	6.0	-3.2	10.9	3.0	6.6	-8.1	-2.2
Mtb UGM inh	4.5	0.4	4.7	.	-3.5	1.4	1.4	-0.7

Among those listed so far, 9 have fluorine:
2: NC1=NC(=O)C(Cc2ccc(OC(F)(F)F)cc2)S1 (stereo not given)
3: CCOC(=O)C1=CCN(S(=O)(=O)c2ccccc2F)C1c1ccc(Cl)cc1 (stereo not given)
19: CN1CCN(c2ccc(S(=O)(=O)C(F)(F)F)cc2[N+](=O)[O-])CC1
29: CCCn1cc(NC(=O)c2cc3n(n2)C(C(F)(F)F)CC(c2ccccc2)N3)cn1 (stereo not given)
30: O=C(CN1CCN(c2ccc(F)cc2)CC1)Nc1ccc(F)c(F)c1
33: Fc1cccc2sc(Nc3nc4cc5c(cc4s3)OCO5)nc12
36: CSc1nc2ccc(NC(=O)NC(=O)c3c(F)cccc3F)cc2s1
38: Cc1ccc([C@H]2C[C@H](O)[C@@H](n3cc(-c4ccc(F)cc4)nn3)CN2CC2CCCCC2)cc1
40: O=C(c1ccccc1F)N1CCN(C2CCC(c3ccccc3)CC2)CC1 (stereo not given)
assay / entry	2	3	19	29	30	33	36	38	40
PrPC surface inh	10.8	14.3	-9.4	-1.2	-1.2	2.7	6.4	-7.5	13.1
FadD28 FP inh	-4.8	-3.2	-3.8	-0.7	-2.7	-3.2	-4.0	-0.1	-0.3
MazF activator	10.4	.	-5.6	2.6	-1.3	3.1	-16.1	-1.5	-1.8
FBA Mtb inh	-5.2	-1.3	-0.3	1.5	-0.3	34.9*	-0.4	1.3	-3.6
Rv3671c protease	-2.4	.	2.3	-2.5	-2.7	9.9	-1.9	.	7.8
BoNT F protease	-8.2	-3.9	-1.8	0.1	-7.1	-11.8	-0.1	-4.9	6.4
BioA inh	.	-1.8	0.7	.	3.1	-1.9	.	-3.5	1.6
GDH-TPI inh	-2.2	.	0.7	10.2	7.7	18.6	-1.6	7.1	8.5
Mtb UGM inh	1.5	.	2.9	-2.0	-1.6	-2.2	-1.0	.	1.4
